L929 necroptosis = inhibitors of zVAD-triggered necroptosis, primary screen, L929 cells; viability rescue, % at 10 µM; L929 zVAD necroptosis rescue, ATP luminescence, 24 h; with zVAD 60 µM; hit rate 0.38% among 220,000;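 active means activation, scaled between plate controls, above about 75%, limit read from the data; inactive means activation under that limit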;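 further: 0% = zVAD with DMSO and 100% = DMSO alone without zVAD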
Hck Nef HTS = inhibitors of Nef-activated human Hck kinase, primary screen, biochemical, Z-Lyte FRET, 384-well, Hck-YEEI | AID 463187, 2010 | Recombinant Hck-YEEI plus Nef, Z-Lyte FRET kinase assay | inhibition, % at 20 µM | hit rate 0.68% among 220,000 | Tyrosine-protein kinase HCK (Homo sapiens), P08631;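 active means Hck-Nef kinase inhibition above about 50%, limit read from the data; inactive means inhibition below that limit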;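 further: 0% = DMSO with Hck plus Nef and 100% = Hck alone without Nef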
Target sequence (P08631 whole entry, looked up): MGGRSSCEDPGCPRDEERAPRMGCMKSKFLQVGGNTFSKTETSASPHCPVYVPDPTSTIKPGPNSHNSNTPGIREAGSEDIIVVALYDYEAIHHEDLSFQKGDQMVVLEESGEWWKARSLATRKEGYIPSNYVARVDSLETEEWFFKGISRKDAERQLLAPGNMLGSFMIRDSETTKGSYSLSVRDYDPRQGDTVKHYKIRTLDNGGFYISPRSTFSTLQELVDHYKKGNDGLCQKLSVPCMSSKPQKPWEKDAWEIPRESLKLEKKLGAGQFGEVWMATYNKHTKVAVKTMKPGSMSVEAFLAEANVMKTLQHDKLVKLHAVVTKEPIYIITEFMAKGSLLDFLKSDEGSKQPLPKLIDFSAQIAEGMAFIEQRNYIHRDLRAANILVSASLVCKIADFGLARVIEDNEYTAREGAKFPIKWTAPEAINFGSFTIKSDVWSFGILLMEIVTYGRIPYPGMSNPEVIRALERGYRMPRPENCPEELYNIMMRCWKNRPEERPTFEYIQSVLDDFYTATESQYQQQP
Rad51 HR inh = human RAD51 strand exchange inhibitors, primary screen, biochemical, fluorescence. hRad51 DNA strand exchange, fluorescence dequenching. DNA repair protein RAD51 homolog 1 (Homo sapiens), Q06609. inhibition, % at 10 µM. hit rate 0.085% among 200,000. AID 1385, 2008;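 active means inhibition above 40% at the single screening dose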;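 further: 0% = DMSO control wells and 100% = blanks with heterologous ssDNA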
Target sequence (Q06609 whole entry, looked up): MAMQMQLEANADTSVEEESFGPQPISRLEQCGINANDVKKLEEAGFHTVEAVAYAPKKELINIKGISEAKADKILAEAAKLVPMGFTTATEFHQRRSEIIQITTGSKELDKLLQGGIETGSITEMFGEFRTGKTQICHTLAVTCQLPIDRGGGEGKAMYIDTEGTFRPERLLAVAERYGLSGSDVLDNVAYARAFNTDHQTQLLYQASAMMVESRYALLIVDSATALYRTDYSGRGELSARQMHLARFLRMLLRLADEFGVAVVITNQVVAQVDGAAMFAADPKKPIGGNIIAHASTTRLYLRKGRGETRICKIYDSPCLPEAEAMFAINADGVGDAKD
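Material: Human Rad51 nucleoprotein filaments preassembled on unlabelled ssDNA | Also added: Labelled 47-mer dsDNA for strand exchange | Dosing: Single dose, 10 µM final compound | Schedule: 30-min compound preincubation and 15-min exchange, both room temperature | Technique: Fluorescence dequenching at 485/520 nm | Measure: Percent inhibition relative to plate controls and blanks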
hK5 inh = human KLK5 protease inhibitors, primary screen, biochemical, 1536-well; Kallikrein-5 (Homo sapiens), Q9Y337; recombinant hK5, fluorogenic AMC substrate cleavage; inhibition, % at 5 µM; hit rate 0.59% among 210,000; AID 873, 2007;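 active means inhibition of 40% or more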;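 further: 0% = enzyme controls without compound and 100% = no-enzyme blanks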
Target sequence (Q9Y337 67-293 limits assumed): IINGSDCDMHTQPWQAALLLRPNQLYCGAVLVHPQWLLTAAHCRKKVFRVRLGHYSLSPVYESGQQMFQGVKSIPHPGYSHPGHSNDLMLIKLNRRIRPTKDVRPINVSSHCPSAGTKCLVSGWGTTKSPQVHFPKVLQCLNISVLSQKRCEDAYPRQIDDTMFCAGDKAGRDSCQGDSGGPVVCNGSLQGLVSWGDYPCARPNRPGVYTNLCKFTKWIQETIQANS
thrombin 1536 = human alpha-thrombin inhibitors, primary screen, counter-screen for coagulation protease inhibitor project, biochemical, 1536-well, fluorogenic AMC substrate. hit rate 0.26% among 220,000. Boc-VPR-AMC fluorogenic substrate cleavage. Prothrombin (Homo sapiens), P00734. AID 1046, 2008. inhibition, % at 5 µM;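 active means inhibition at or above 40%; inactive means inhibition below 40%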;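 further: 0% = enzyme with no compound and 100% = wells without enzyme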
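Assay system: human alpha-thrombin enzyme. Reagent: Boc-VPR-AMC substrate, 15 µM final. Compound dosing: one concentration per compound, 5 µM, with 0.2% DMSO. Incubation: room-temperature reaction. Technique: AMC fluorescence, 355/460 nm. Measure: % inhibition relative to enzyme controls and enzyme-free blanks.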
TNF necrop inh = inhibitors of TNF-alpha triggered necroptosis, primary screen, cell-based, Jurkat FADD-/-, single concentration | Jurkat FADD-/- TNF necroptosis rescue, ATP luminescence, 24 h; 0 = TNF only, 100 = no-TNF cells | AID 463075, 2010 | activation (protection from cell death), % at 10 µM | hit rate 0.068% among 220,000;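 active means activation, meaning protection from cell death, of at least 50% relative to plate controls; inactive means activation below 50%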;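 further: necroptosis triggered by 40 ng/mL TNF-alpha added together with compound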
Cl transport mod = KCC2 cotransporter modulators, thallium flux, primary screen, cell-based, HEK293 KCC2, FluoZin-2 fluorescence, MLSMR. Solute carrier family 12 member 5 (Homo sapiens), Q9H2X9. KCC2 cells, thallium flux FluoZin-2 fluorescence. B-score of Tl+ flux slope (higher = more flux/activation; lower = inhibition) at 10 µM. hit rate 2.2% among 190,000. AID 1456, 2008;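 active means thallium flux slope and its plate-corrected score both differing from the plate sample mean at a set confidence after two filtering rounds, in either direction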;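 further: slope of fluorescence scaled to starting intensity during 10 to 20 s after thallium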
FXIIa inh = human FXIIa protease inhibitors, primary screen, biochemical, 1536-well; inhibition, % at 5 µM; hit rate 0.3% among 220,000; purified FXIIa, Boc-QGR-AMC fluorogenic substrate, 2 h; AID 800, 2007; in the data active means inhibition above about 40%;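 further: 0% = enzyme with no compound and 100% = blank without enzyme; many of its hits are not listed in these tables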
FXIa inh 1536 = human FXIa protease inhibitors, primary screen, biochemical, 1536-well | purified FXIa, Boc-Glu-Ala-Arg-AMC fluorogenic substrate | inhibition, % at 5 µM | hit rate 0.14% among 220,000 | AID 798, 2007;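 active means inhibition of at least 40%; inactive means inhibition below 40%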;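 further: fluorescence of freed AMC excited at 355 nm; 0% = enzyme without compound and 100% = no enzyme blank; many of its hits are not listed in these tables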
An asterisk follows results filed as active; · = no result given. This is a subset. The share of hits here may be higher or lower than overall.

SMILES	L929 necroptosis	Hck Nef HTS	Rad51 HR inh	hK5 inh	thrombin 1536	TNF necrop inh	Cl transport mod	FXIIa inh	FXIa inh 1536
COCCNC(=O)c1cccc(Nc2nc(-c3ccccc3)c3cc(Cl)ccc3n2)c1	1.2	3	3	0	-1	2.2	-0.46	6	11
O=C(NN=C1CCCCCC1)c1cccnc1	0.9	-3	10	-6	-11	1.3	0.79	-4	-3
COCC(=O)N(C)c1nnc(-c2cnccn2)s1	0.5	-1	12	-9	1	-0.2	0.3	-4	1
O=C(CSc1c2c(nc3ccc(Cl)cc13)CCCC2)NCCCN1CCOCC1	0.0	-7	17	-17	-1	3.5	-0.92	1	-8
CN(C)/C=C/C(=O)c1ccc(S(=O)c2ccccc2)cc1 (stereo unspecified)	1.8	16	20	-8	-7	-0.5	1.3	6	-3
Cc1ccc(-c2nnc(N3CCN(C(=O)c4ccco4)CC3)c3ccccc23)cc1	71	1	-2	-7	-2	-8.5	-1.7	6	-4
CC(=O)/C(C#N)=C1\NC(=O)C(Cc2ccccc2C)S1 (stereo unspecified)	-0.3	-6	-19	4	2	-4.2	-0.97	8	3
CCc1cccc(NS(=O)(=O)c2ccc3c(c2)NC(=O)CC(=O)N3)c1	1.0	-7	23	-3	12	-0.6	0.55	10	0
Cc1c(Cl)cccc1NC(=S)N(Cc1cccnc1)Cc1ccccc1Cl	-1.1	-10	6	4	-2	-0.7	-0.032	7	-2
O=C(COc1ccc([N+](=O)[O-])cc1Cl)NCCc1ccccc1	0.5	4	10	-14	-7	1.3	-2.2	0	-1
CC1CCN(c2nc(-c3ccccc3)c(C#N)c(=O)[nH]2)CC1	5.7	-11	0	-12	11	-0.5	-0.49	5	-8
C=CCn1c(-c2ccccc2)n[nH]c1=S	0.3	6	-9	-10	6	-1.0	-0.14	29	17
COc1cccc(-c2cc(C(F)(F)F)nc(N3CCC(C)CC3)n2)c1	1.6	7	-4	4	-3	0.6	·	10	-3
Cc1nnc2c3ccccc3c(-c3ccccc3)nn12	-0.2	1	10	·	·	-7.2	0.48	·	·
COc1ccc(S(=O)(=O)NCc2ccccn2)c(Cl)c1Cl	-0.1	1	7	-2	-11	-0.8	·	4	2
COc1cccc(-c2nn(C)c3sc(C(=O)N4CCOCC4)cc23)c1	3.0	2	-8	-28	-10	0.9	·	-2	-11
COc1ccc(C(=O)N/N=C(\C)CC(=O)N2CCN(C=O)CC2)cc1	1.2	5	·	-11	0	1.8	1.2	7	4
O=C(CCc1c[nH]c2ccccc12)NC1CC1	0.2	-2	-3	-1	-5	-0.1	·	23	18
CC(C)OC(=O)CSc1nc(-c2ccc(F)cc2)nc2ccc(F)cc12	0.1	1	-3	2	-2	-1.9	·	9	-2
O=c1c(=O)n2c(nn1Cc1ccc(F)cc1)sc1ccccc12	0.5	-7	-3	18	9	0.2	0.02	19	6
COC(=O)c1cc2c(s1)-c1ccc(OC)cc1CC2	0.6	3	10	-9	-10	0.3	0.86	-15	-6
CC(OC(=O)c1nsc(Cl)c1Cl)C(=O)NCc1ccco1 (stereo unspecified)	-0.3	-2	-1	4	9	-11	-0.84	7	5
Cc1ccc(Oc2nnc(-c3cccs3)c3ccccc23)cc1C	1.0	2	2	-10	-7	-0.1	-0.2	5	0
COC(=O)c1ccc(C2/C(=C(/O)c3ccc(OC)cc3)C(=O)C(=O)N2c2cc(C)on2)cc1 (stereo unspecified)	4.1	0	-1	-2	4	0.4	·	20	7
Cc1ccc(C(=O)c2sc3c(c2N)c(=O)[nH]c(=O)n3CCc2ccccc2)cc1	3.5	1	-10	-6	-6	-1.9	1.1	8	1

Filtered by structure, the compounds so far containing fluorine (3)
SMILES	L929 necroptosis	Hck Nef HTS	Rad51 HR inh	hK5 inh	thrombin 1536	TNF necrop inh	Cl transport mod	FXIIa inh	FXIa inh 1536
COc1cccc(-c2cc(C(F)(F)F)nc(N3CCC(C)CC3)n2)c1	1.6	7	-4	4	-3	0.6	·	10	-3
CC(C)OC(=O)CSc1nc(-c2ccc(F)cc2)nc2ccc(F)cc12	0.1	1	-3	2	-2	-1.9	·	9	-2
O=c1c(=O)n2c(nn1Cc1ccc(F)cc1)sc1ccccc12	0.5	-7	-3	18	9	0.2	0.02	19	6

(continued)
SMILES	L929 necroptosis	Hck Nef HTS	Rad51 HR inh	hK5 inh	thrombin 1536	TNF necrop inh	Cl transport mod	FXIIa inh	FXIa inh 1536
O=C(/C=C/c1ccco1)N/C(=C\c1ccco1)C(=O)NCCc1nc2ccccc2[nH]1	1.0	10	-7	6	-1	0.6	0.88	17	12
O=C(NCc1ccccc1)Nc1cccn(Cc2ccc(Cl)cc2)c1=O	7.1	19	-1	-12	2	6.4	0.4	3	-6
COC(=O)/C=c1/s/c(=C(/C#N)C(=O)N2CCCCC2)n(-c2ccccc2)c1=O	-0.9	1	-7	-15	-11	1.1	-0.017	1	-3
CSc1nc2nc3c(cc2c(=O)n1-c1ccccc1)COC(C)(C)C3	0.9	18	·	-7	-5	1.2	2	-2	-7
COc1ccc(/C=N/NC(=O)CC(=O)NC2CCCCC2)cc1	0.3	15	·	9	-4	0.9	·	3	-2
CCCOc1ccc(NC(=O)CC2Nc3ccccc3NC2=O)cc1 (stereo unspecified)	1.8	22	-8	2	4	0.5	-0.064	12	-1
O=C(O)c1ccccc1C(=O)Nc1ccc(Br)c2cccnc12	2.1	6	3	3	-3	0.3	0.16	6	-3
CCN(CCCNC(=O)CCNC(=O)Cn1ccc2ccccc2c1=O)c1ccccc1	0.3	2	8	4	-6	-2.9	-0.25	5	-16
C=C(C)Cn1c(SCC(=O)NCc2ccco2)nc2sc3c(c2c1=O)CCC3	-0.7	5	-2	7	16	-0.6	0.12	17	14
CCOc1ccc(C2C=C(c3ccc(C)cc3)Nc3nnnn32)cc1 (stereo unspecified)	1.1	0	-7	-18	1	1.0	·	18	4
O=C(Cn1c(=O)n(Cc2ccc3c(c2)OCO3)c(=O)c2ccccc21)N1CCCc2ccccc21	-0.5	3	8	-5	4	1.1	-0.33	4	-3
CC(C)CNC(=O)COC(=O)c1cncc(Br)c1	-0.1	-3	-9	3	-3	-1.3	0.12	8	-1
O=C(O)c1ccc(-n2cccn2)nc1	0.5	38	22	-5	6	0.4	-0.2	9	0
Cc1nc(SC2CC(=O)N(c3ccccc3)C2=O)nc2c1CCCC2 (stereo unspecified)	12	1	6	11	2	2.4	·	11	-4
C=CCSC(=S)NC1CCS(=O)(=O)C1 (stereo unspecified)	1.4	6	14	-18	-6	-6.9	-0.082	5	6
Cc1cccc(C(=O)NNC2=CC(=O)CC(C)(C)C2)c1O	0.1	19	·	2	2	-1.1	0.01	9	4
CCC(C)(C)NC(=O)C(c1ccccn1)N(C(=O)c1csnn1)c1ccc(C)c(C)c1 (stereo unspecified)	0.7	3	6	-39	4	-0.2	1.2	1	-4
COc1cccc(-c2ccc(=O)n(CC(=O)NCCN3CCOCC3)n2)c1	0.3	-22	-9	-17	0	-1.4	0.24	8	-1
O=C(CN1CC(=O)Oc2ccccc21)OCC(=O)c1ccc(F)cc1	-1.3	15	-3	-18	-11	-0.2	-0.0084	4	2
C/C(=N\NC(=O)c1ccccc1)c1nc2ccccc2n1C	1.6	5	·	1	4	-0.2	-2.2	14	10
O/N=C/c1ccnc(SCc2ccccc2)n1	0.7	12	8	6	-1	-2.8	-1.8	8	9
COc1ccc2nc(NC(=O)C3CCN(S(=O)(=O)c4cccnc4)CC3)sc2c1	88*	1	0	-18	-7	0.0	-1.7	12	2
Cc1cc(C(=O)COC(=O)CN(C)S(=O)(=O)c2ccc(Cl)cc2)c(C)n1CC1CCCO1 (stereo unspecified)	0.5	0	1	-5	5	3.8	·	12	-6
CC1CN(C(=O)Nc2ccc(F)cc2)C2(CCCCCC2)O1 (stereo unspecified)	0.3	18	9	8	0	2.8	-0.99	11	3
O=C(c1ccc(C(=O)N2CCCc3ccccc32)s1)N1CCCc2ccccc21	0.2	0	3	-18	-12	-2.5	·	5	0

Continuation.
SMILES	L929 necroptosis	Hck Nef HTS	Rad51 HR inh	hK5 inh	thrombin 1536	TNF necrop inh	Cl transport mod	FXIIa inh	FXIa inh 1536
CCOC(=O)CSc1nnc(CNC(=O)c2cccs2)n1-c1cccc(C)c1	0.1	-1	-18	-20	5	-1.9	·	24	12
N#CCCN(Cc1ccccc1)C(=O)Nc1ccc2c(c1)CCO2	-0.1	3	16	4	4	0.8	0.017	7	3
O=C(CSc1ncnc2ccccc12)Nc1ccc(N2CCOCC2)cc1	2.4	0	0	15	0	4.0	0.4	13	4
Cc1c(/C=N/Nc2ccc(F)cc2)c(O)n(C)c(=O)c1C#N	-4.0	32	0	6	-2	-2.3	·	11	5
O=C(Nc1ccon1)c1cnc2sccn2c1=O	2.0	3	8	-17	0	0.4	-1.3	-8	-7
CCN(CCO)c1ccc(NC(=S)Nc2cccc(S(=O)(=O)N(C)C)c2)cc1	7.7	28	5	2	-11	2.4	0.73	5	0
CC(=O)c1ccc(OC(C)C)c(CSC(=N)N)c1	32	22	14	-4	-2	-1.0	·	4	-3
Cc1cc(C)c(OCCN2CC(C)OC(C)C2)c(Br)c1 (stereo unspecified)	-0.1	3	-1	-20	3	0.2	-0.2	11	0
Cc1nnc2n1N=C(c1ccc3c(c1)NC(=O)CO3)CS2	0.6	9	10	-2	-3	-3.8	-0.93	7	-4
O=C(NCc1ccco1)c1cccc(N2CCCC2=O)c1	0.6	-2	3	-7	3	-1.8	-0.47	12	6
Nc1nc(NCc2ccco2)nc(N2CCCC2)c1[N+](=O)[O-]	2.1	-2	12	3	10	0.8	-0.021	14	3
S=C1SCN(Cc2cccnc2)CN1Cc1ccccc1	-1.4	14	2	-1	-1	-6.7	-0.23	10	3
CCOC(=O)c1ccc(NC(=O)COc2ccc(S(=O)(=O)N3CCCC3)cc2)cc1	1.2	-14	-42	10	1	2.2	0.38	14	7
CCn1c(SCC(=O)N/N=C/c2ccc(C)o2)nnc1-c1ccc(C(C)(C)C)cc1	0.7	1	-5	-6	-1	1.5	-1.8	12	3
COc1ccc(Cl)cc1C(=O)Nc1ccccc1N1CCN(C)CC1	0.2	3	3	3	-2	3.5	0.2	11	-1
CCC(=O)Nc1ccc2c(c1)ncn2-c1ccccc1	73	1	-1	3	1	-0.4	1.8	9	6
O=C(c1cccc(S(=O)(=O)N2CCCC2)c1)N1CCCc2ccccc21	-0.2	12	·	·	-5	-0.9	0.51	11	0
O=C(Nc1cccc(C(F)(F)F)c1)c1cccc(NS(=O)(=O)c2ccc(Br)c(C(=O)O)c2)c1	1.5	27	6	1	-4	0.0	-0.38	9	5
Cc1ccc(OS(=O)(=O)c2cn(C)c(=O)n(C)c2=O)cc1C	3.5	-22	1	1	-3	1.7	1.5	5	-1

Source: PubChem (several laboratories)
